D1 antag – antagonists of human D1 dopamine receptor; HEK293 TREx D1 cells, calcium flux, dopamine EC80; hits give low values; actives 3.2% (n = 360,000); activity change, negative = inhibition, % at 10 µM; in the data active = activity change below about -30%; also: % is scaled to controls: 0 for no effect and ±100 for the full control effect
Target sequence (P21728 whole entry, looked up): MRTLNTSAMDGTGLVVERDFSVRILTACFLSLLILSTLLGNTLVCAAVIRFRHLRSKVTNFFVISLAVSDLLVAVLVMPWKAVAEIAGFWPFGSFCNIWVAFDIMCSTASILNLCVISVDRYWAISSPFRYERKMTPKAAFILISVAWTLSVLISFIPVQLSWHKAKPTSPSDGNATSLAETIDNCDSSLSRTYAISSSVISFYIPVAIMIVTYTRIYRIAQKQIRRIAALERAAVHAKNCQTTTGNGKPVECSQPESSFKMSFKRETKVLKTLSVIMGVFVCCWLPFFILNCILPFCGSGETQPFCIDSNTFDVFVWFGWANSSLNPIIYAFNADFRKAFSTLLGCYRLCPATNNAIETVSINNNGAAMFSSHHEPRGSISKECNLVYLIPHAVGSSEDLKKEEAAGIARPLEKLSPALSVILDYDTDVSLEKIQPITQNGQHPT
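Tetracycline-induced HEK293 T-REx cells with force-coupled D1 receptor were loaded with a no-wash calcium dye. Compound was added after a 10 s baseline and read kinetically for 180 s; EC80 dopamine was then added and calcium flux followed another 180 s.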
D1 ag – agonists of human D1 dopamine receptor; activation, % at 2 µM; actives 1% (n = 360,000); P21728; HEK293 T-REx D1 cells, calcium flux, agonist mode; also: 0% is about no effect
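Inducible HEK293 T-REx D1 cells, force-coupled to calcium signalling, were plated at 4000 cells/well with tetracycline and held overnight at 30 C. After no-wash calcium dye loading, compound-evoked calcium rise over 180 s flagged agonists.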
TRHR enhancer – allosteric enhancers of human TRH receptor; P34981; TRHR cells, fluo-8 calcium fluorescence, EC20 TRH enhancement; enhancement, % at 2 µM; actives 0.66% (n = 360,000); AID 493056; in the data active = enhancement above about 30%; also: 0% is about no effect
Target sequence (P34981 whole entry, looked up): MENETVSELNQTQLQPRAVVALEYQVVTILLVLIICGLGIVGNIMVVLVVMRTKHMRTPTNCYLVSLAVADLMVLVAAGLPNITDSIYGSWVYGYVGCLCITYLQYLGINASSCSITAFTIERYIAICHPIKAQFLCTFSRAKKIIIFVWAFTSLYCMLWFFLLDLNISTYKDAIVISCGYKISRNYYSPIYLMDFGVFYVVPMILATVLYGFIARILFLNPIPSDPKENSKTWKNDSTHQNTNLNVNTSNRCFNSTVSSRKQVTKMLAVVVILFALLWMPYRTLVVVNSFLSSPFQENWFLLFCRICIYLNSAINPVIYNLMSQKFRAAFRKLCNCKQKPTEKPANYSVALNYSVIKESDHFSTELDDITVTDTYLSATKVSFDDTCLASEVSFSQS
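Enhancer read-out: after compound pinning and an initial kinetic agonist-mode read, an EC20 of TRH (10 nM final) was injected and fluo-8 calcium signal (Ex 480/Em 530) followed at 1 s/cycle for 100 cycles in TRHR-expressing cells.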
TRHR ag – TRH receptor (human) agonism | actives 0.18% (n = 360,000) | activation, % at 2 µM | TRHR cells, calcium flux fluo-8, FDSS agonist mode | P34981; also: 0% is about no effect
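Steps: seed TRHR cells overnight; add fluo-8 no-wash Ca dye, RT 30 min–1.5 h; record 10 s baseline; pin-transfer compounds; monitor fluorescence 1 cycle/s for the agonist window. Calcium increases flag candidate agonists.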
D2 antag – antagonists of human D2 dopamine receptor; P14416; HEK293 TREx D2 cells, calcium flux, dopamine EC80; inhibition, % at 10 µM; actives 2% (n = 340,000); AID 485344; in the data active = inhibition above about 30%; also: 0% is about no effect
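Overnight-induced (tetracycline, 30 C) HEK293 T-REx cells carrying force-coupled D2 receive a no-wash calcium dye, then compound, then EC80 dopamine at 180 s; signals are read kinetically throughout.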
D2 PAM – positively modulates the human D2 dopamine receptor allosterically | HEK293 T-REx D2, calcium flux, EC20 dopamine potentiation | potentiation, % at 10 µM | P14416 | actives 0.34% (n = 340,000);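 active = potentiation over 3 SD above the plate norm, cut at about 30% in these data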; also: 0% is about no effect
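Primary screen. Calcium kinetics in induced HEK293 T-REx D2 cells: compound pre-addition 180 s, EC20 dopamine, 180 s more.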
RXFP1 antagonist – RXFP1 (human) relaxin receptor antagonism. HEK293-RXFP1, relaxin-stimulated cAMP HTRF, 30 min; hits give low values. activity change, negative = inhibition, % at 57.5 µM. actives 0.59% (n = 350,000). AID 1259400;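 active = activity change of -60% or lower, but not beyond a set lower limit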; also: % is scaled to controls: 0 for no effect and ±100 for the full control effect
D1 PAM – enhances dopamine response at the human D1 receptor; HEK293 TREx D1 cells, calcium flux, dopamine EC20 potentiation; potentiation, % at 10 µM; P21728; actives 0.036% (n = 360,000); in the data active = potentiation above about 30%; also: 0% is about no effect
D2 ag – agonists of human D2 dopamine receptor | P14416 | HEK293 T-REx D2 cells, calcium flux agonist mode | activation, % at 2 µM | actives 0.53% (n = 340,000) | AID 485358;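 active = activation over 3 SD above normal in the single-dose calcium agonist read, cut at about 30% in these data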; also: 0% is about no effect
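Agonism is scored from calcium flux in a force-coupled, inducible HEK293 cell line expressing D2, read kinetically for 180 s after compound addition against dopamine controls.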
Starred values were filed as active, the others as inactive; · = no result given. Rule as the data show it, unless noted: active = activation above about 30%; inactive = the rest. Rows are unselected; any-hit rate near 7.3%.

nr | Compound | D1 antag | D1 ag | TRHR enhancer | TRHR ag | D2 antag
1 | COCCC1CCCCN1C(=O)c1cc(COc2cccc(C(C)=O)c2)on1 (configuration not stated) | -49* | 12 | 0 | 0.4 | 1
2 | CC(=O)c1c(C)[nH]c(C(=O)NC(C)c2ccccc2)c1C (configuration not stated) | -33* | 3 | -4 | -0.3 | 14
3 | Cn1c(N2CCN(C(=O)NCc3ccccc3)CC2)nc2ccccc21 | -3 | 5 | -12 | -0.4 | 4
4 | Cc1ccc(NC(=O)C(=O)c2ccc(C)cc2)cc1 | 6 | -3 | -3 | 0.1 | 26
5 | COc1cc2c(cc1OC)C1O[C@](CCCCN3C(=O)c4ccccc4C3=O)(C2)Oc2c1c(=O)oc1ccc(F)cc21 | 12 | 1 | -1 | -0.1 | ·
6 | C/C(=N/NC(=O)Nc1ccccc1)c1ccc(C)cc1 | -13 | 0 | 33* | 0.0 | -1
7 | O=C(Nc1cc(Cl)ccc1Cl)C1Cc2ccccc2O/C1=N\O (configuration not stated) | -6 | 1 | -3 | -2.5 | 18
8 | O=C(c1ccccc1)N(Cc1ccccc1)Cc1ccccc1 | -13 | 1 | -7 | 0.6 | -14
9 | Cn1c(=O)c2c(ncn2CC(=O)N/N=C/c2c[nH]c3ccccc23)n(C)c1=O | 6 | 4 | 0 | -0.2 | 3
10 | Cc1cc(=O)[nH]c(N)n1 | -1 | 11 | 1 | 0.6 | 2

nr | D2 PAM | RXFP1 antagonist | D1 PAM | D2 ag
1 | 17 | 6 | -8 | 1.1
2 | -1 | -2 | -6 | -0.5
3 | -3 | -8 | -3 | 0.0
4 | -4 | -16 | -6 | 0.5
5 | · | · | -1 | ·
6 | -1 | -5 | 0 | 1.6
7 | 8 | 7 | 3 | -4.8
8 | -8 | -4 | -9 | 0.8
9 | -3 | · | -2 | -0.1
10 | 7 | -6 | 1 | 0.5

Carrying on.
nr | Compound | D1 antag | D1 ag | TRHR enhancer | TRHR ag | D2 antag
11 | Cc1ccc(OC(=O)c2cncc(Br)c2)c(C)c1 | 17 | 4 | -4 | 0.1 | -6
12 | Cc1cccc(C(=O)O[C@@H]2[C@H](Cc3ccccc3)NS(=O)(=O)[C@H]3C[C@@H]4C=C[C@]23O4)c1 | -22 | 2 | 4 | 0.9 | -9
13 | COc1cccc(CN2CCN(C(=O)c3ccco3)CC2)c1 | -3 | 1 | 9 | 0.7 | 82*
14 | O=C(Nc1nncs1)c1cc(S(=O)(=O)N2CCOCC2)ccc1Cl | 0 | 3 | 3 | -0.2 | 16
15 | CCC(CO)NCc1ccc(OCC(O)c2ccccc2)c(OC)c1 (configuration not stated) | -1 | 3 | -4 | -1.9 | 17
16 | CCOc1ccc(NC(=O)c2oc3ccccc3c2NC(=O)C(C)(C)C)cc1 | -3 | 3 | -9 | -0.6 | ·
17 | O=C(CN1CCN(c2ccc(F)cc2)CC1)Nc1cccnc1Cl | 1 | 0 | -2 | 0.2 | -11
18 | CN(C)S(=O)(=O)c1ccc(NC(=O)c2ccccn2)cc1 | 5 | 2 | -2 | 0.0 | -1
19 | CN(C)c1ccc(/C=C/C=N/Nc2nc(N3CCOCC3)nc(N3CCOCC3)n2)cc1 | -35* | -1 | 8 | 0.6 | -9
20 | Cc1nn(C)c(Cl)c1NC(=O)OCc1ccccc1 | -13 | 12 | -2 | 0.1 | ·

nr | D2 PAM | RXFP1 antagonist | D1 PAM | D2 ag
11 | 2 | 5 | -2 | -2.7
12 | 5 | · | 1 | 0.2
13 | -17 | -3 | 2 | 84*
14 | -5 | 2 | 5 | -1.3
15 | 25 | 4 | -18 | -1.3
16 | -6 | · | 3 | -0.4
17 | 9 | -6 | -1 | 0.0
18 | -7 | -4 | -2 | 0.2
19 | 1 | -6 | -8 | -0.5
20 | -10 | -4 | 0 | 0.7

Other structures:
nr | Compound | D1 antag | D1 ag | TRHR enhancer | TRHR ag | D2 antag
21 | Cc1ccc(NC(=O)c2sc(-n3nc(C)c(Cc4ccc5c(c4)OCO5)c3C)nc2C)cc1Cl | -11 | 2 | 9 | 0.4 | ·
22 | C=CCN(CC=C)C(=S)NC(=O)Cc1cccc2ccccc12 | -15 | 2 | -1 | -1.5 | 5
23 | CCN(CC)c1ccc(C(=O)O)cc1 | -6 | 4 | 0 | 0.2 | -5
24 | COC(=O)[C@@H](NCc1cccc(CN[C@H](C(=O)OC)c2ccccc2)c1)c1ccccc1 | 1 | 2 | 5 | -0.6 | 1
25 | CSc1ccccc1C(=O)N1CCN(c2cccc(Cl)c2)CC1 | 9 | 0 | -6 | 0.1 | -5
26 | CCSc1nnc(CCNS(=O)(=O)c2ccc(C(C)=O)cc2)n1C | -8 | 1 | 6 | 0.1 | -1
27 | O=C(COc1ccc(Br)cc1CO)Nc1ccc(S(=O)(=O)N2CCCC2)cc1 | -4 | 25 | -7 | 0.3 | ·

nr | D2 PAM | RXFP1 antagonist | D1 PAM | D2 ag
21 | 13 | -5 | 0 | -2.0
22 | 1 | 7 | -8 | -1.3
23 | 7 | 7 | 5 | -0.5
24 | -9 | · | 1 | -0.9
25 | 2 | -21 | -2 | -1.1
26 | 10 | 6 | -5 | 0.2
27 | · | -7 | 2 | ·

Molecules shown so far that have nitrogen in an aromatic ring:
nr | Compound | D1 antag | D1 ag | TRHR enhancer | TRHR ag | D2 antag
1 | COCCC1CCCCN1C(=O)c1cc(COc2cccc(C(C)=O)c2)on1 (configuration not stated) | -49* | 12 | 0 | 0.4 | 1
2 | CC(=O)c1c(C)[nH]c(C(=O)NC(C)c2ccccc2)c1C (configuration not stated) | -33* | 3 | -4 | -0.3 | 14
3 | Cn1c(N2CCN(C(=O)NCc3ccccc3)CC2)nc2ccccc21 | -3 | 5 | -12 | -0.4 | 4
9 | Cn1c(=O)c2c(ncn2CC(=O)N/N=C/c2c[nH]c3ccccc23)n(C)c1=O | 6 | 4 | 0 | -0.2 | 3
10 | Cc1cc(=O)[nH]c(N)n1 | -1 | 11 | 1 | 0.6 | 2
11 | Cc1ccc(OC(=O)c2cncc(Br)c2)c(C)c1 | 17 | 4 | -4 | 0.1 | -6
14 | O=C(Nc1nncs1)c1cc(S(=O)(=O)N2CCOCC2)ccc1Cl | 0 | 3 | 3 | -0.2 | 16
17 | O=C(CN1CCN(c2ccc(F)cc2)CC1)Nc1cccnc1Cl | 1 | 0 | -2 | 0.2 | -11
18 | CN(C)S(=O)(=O)c1ccc(NC(=O)c2ccccn2)cc1 | 5 | 2 | -2 | 0.0 | -1
19 | CN(C)c1ccc(/C=C/C=N/Nc2nc(N3CCOCC3)nc(N3CCOCC3)n2)cc1 | -35* | -1 | 8 | 0.6 | -9
20 | Cc1nn(C)c(Cl)c1NC(=O)OCc1ccccc1 | -13 | 12 | -2 | 0.1 | ·
21 | Cc1ccc(NC(=O)c2sc(-n3nc(C)c(Cc4ccc5c(c4)OCO5)c3C)nc2C)cc1Cl | -11 | 2 | 9 | 0.4 | ·

nr | D2 PAM | RXFP1 antagonist | D1 PAM | D2 ag
1 | 17 | 6 | -8 | 1.1
2 | -1 | -2 | -6 | -0.5
3 | -3 | -8 | -3 | 0.0
9 | -3 | · | -2 | -0.1
10 | 7 | -6 | 1 | 0.5
11 | 2 | 5 | -2 | -2.7
14 | -5 | 2 | 5 | -1.3
17 | 9 | -6 | -1 | 0.0
18 | -7 | -4 | -2 | 0.2
19 | 1 | -6 | -8 | -0.5
20 | -10 | -4 | 0 | 0.7
21 | 13 | -5 | 0 | -2.0

nr | Compound | D1 antag | D1 ag | TRHR enhancer | TRHR ag | D2 antag
26 | CCSc1nnc(CCNS(=O)(=O)c2ccc(C(C)=O)cc2)n1C | -8 | 1 | 6 | 0.1 | -1

nr | D2 PAM | RXFP1 antagonist | D1 PAM | D2 ag
26 | 10 | 6 | -5 | 0.2
